G6PDH counter: inhibits Leuconostoc G6PDH, flagging false hits in G6PDH-based assays | AID 1020 | Purified L. mesenteroides G6PDH, diaphorase/resazurin coupled fluorescence, 45 min | inhibition, % at 5 µM | 0.12% of 200,000 active; in the data active = inhibition above about 50%
APP 5'UTR act: APP 5'UTR luciferase reporter activation | SH-SY5Y APP 5'UTR luciferase reporter, luminescence; zero percent = DMSO vehicle wells | activation, % at 2 µM | 1% of 190,000 active | AID 1276;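 active = activation above a set limit, based on mean plus 3 SD of controls, cut at about 140% in these data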; note: values of inactives mirror those of a sister screen read the other way
TLR4-MyD88 BLA: inhibitors of human TLR4-MyD88 binding; O00206+Q99836; HeLa CL3-4 TLR4/MyD88 BLA complementation, FRET ratio; inhibition, % at 8.4 µM; 0.18% of 200,000 active; in the data active = inhibition above about 25%;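 note: 0% = vehicle and 100% = reference inhibitor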
APP 5UTR inh: APP translation inhibition | SH-SY5Y APP 5'UTR-luciferase reporter, luminescence | inhibition, % at 2 µM | 0.82% of 190,000 active;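 active = inhibition above a set limit, derived from the sample mean plus 3 SD, cut at about 45% in these data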; note: values of inactives mirror those of a sister screen read the other way
Diaphorase inh: diaphorase inhibition or chemical oxidation counter-screen | 0.69% of 190,000 active | diaphorase resazurin-to-resorufin fluorescence, NADH, 16 min; bacterial (C. kluyveri) enzyme, not human | inhibition, % at 20 µM | AID 1217;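 active = primary screen inhibition at 20 µM above a set limit, cut at about 50% in these data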;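 note: plate controls were DMSO with full reaction for no effect and wells lacking NADH for full effect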
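controls = No-NADH positive control and DMSO neutral control | system = Clostridium kluyveri diaphorase enzyme | timing = reaction incubation of 16 min at room temperature | signal = resorufin fluorescence 544/590 nm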
STAT1 act: STAT1 signaling activation | NIH 3T3 STAT1-luciferase reporter, IFN-gamma, luminescence; 100% = IFN-gamma alone, no compound | activation (% of control), % at 5.5 µM | 2.6% of 200,000 active | AID 932;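 active = activation above the screen-wide mean activation plus 3 SD, cut at about 130% in these data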;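 note: raw ratio to IFN-gamma control signal so 100% means no change and 0% no light; values of inactives mirror those of a sister screen read the other way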
NF-kB expr up: compounds increasing NF-kB expression in human neuronal cells. fold change at 12.5 µM. AID 1239. NF-kB reporter expression; stronger effect = higher value. 1.6% of 190,000 active; in the data active = fold change above about 3.3
Diaph act CS: diaphorase activation or chemical reduction counter-screen; 0.005% of 190,000 active; Diaphorase/resazurin coupled assay, resorufin fluorescence, 16 min; stronger effect = higher value; 1 = vehicle wells, 0 = NADH-free wells; AID 1229; activation factor at 20 µM;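 active = diaphorase activity raised at least twofold by the compound at 20 µM; inactive = activation factor below 2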
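Assay system: Purified diaphorase enzyme from Clostridium kluyveri | Amount: Enzyme 0.07 U/mL final | Dosing: Compound 20 µM once, DMSO 1% | Timing: 16 min reaction at room temperature | Detection: Fluorescence, excitation 544 nm and emission 590 nm | Evaluation: Higher resorufin formation from activation or reduction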
FLuc inhib CS: Photinus pyralis luciferase inhibition counter-screen; ATPLite firefly luciferase biochemical luminescence, 10 min; P08659; inhibition, % at 10 µM; 1.5% of 200,000 active;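 active = inhibition above about 50% when tested at 10 µM, limit read from the data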
Target sequence (P08659 whole entry, looked up): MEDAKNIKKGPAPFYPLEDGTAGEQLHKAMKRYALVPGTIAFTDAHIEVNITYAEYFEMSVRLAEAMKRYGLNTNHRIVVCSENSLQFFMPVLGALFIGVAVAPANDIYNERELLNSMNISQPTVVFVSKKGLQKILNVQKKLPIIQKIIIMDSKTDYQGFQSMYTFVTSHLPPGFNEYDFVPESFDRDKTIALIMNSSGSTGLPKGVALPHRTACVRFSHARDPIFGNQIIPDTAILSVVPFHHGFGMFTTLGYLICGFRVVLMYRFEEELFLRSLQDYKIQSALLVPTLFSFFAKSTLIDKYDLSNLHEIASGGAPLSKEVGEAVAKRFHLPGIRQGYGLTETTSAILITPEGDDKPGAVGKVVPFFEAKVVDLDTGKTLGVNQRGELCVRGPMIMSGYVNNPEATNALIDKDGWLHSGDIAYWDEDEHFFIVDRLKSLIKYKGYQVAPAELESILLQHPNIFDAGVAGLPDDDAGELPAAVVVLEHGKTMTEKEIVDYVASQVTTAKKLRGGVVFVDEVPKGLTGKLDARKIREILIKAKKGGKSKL
FLuc act counter: affects firefly luciferase, flagging false hits in luciferase stimulation screens | P08659 | ATPlite luciferase biochemical, luminescence, 10 min; 0 = ATP-free wells, 1 = DMSO control | activation factor at 10 µM | 200,000 tested, under 10 active | AID 1027;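 active = luciferase activation factor, scaled between plate controls, of at least 2 with compound at 10 µM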
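Assay system – cell-free luciferase reagent · Medium – PBS-based ATP solution · Dosing – test compounds dosed from 2 mM stocks in 100% DMSO · Timing – 10 min, room temperature · Technique – light output (luminescence) · Measure – luminescence gain marking luciferase activators · Controls – No-ATP low control, compound-free enzyme-plus-ATP high control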
Active calls of the source: *; x = no result given. Hits appear at their usual frequency. About 5.6% of those tested had a hit in this group.

SMILES	G6PDH counter	APP 5'UTR act	TLR4-MyD88 BLA	APP 5UTR inh	Diaphorase inh	STAT1 act	NF-kB expr up	Diaph act CS	FLuc inhib CS	FLuc act counter
Cc1ccc(N)cc1S(=O)(=O)N(C)C	17	-3	4	3	9	120	1.3	0.9	-9	1.1
CC(=O)Nc1nc(C)c(C(C)=O)s1	0	-10	-6	10	6	103	1.2	0.9	-3	1
O=C(Nc1cccc(Cl)c1)c1ccc(OC(=S)N2CCOCC2)cc1	4	157*	-9	-157	12	130*	1.9	0.9	12	0.9
O=C(Nc1ccccc1O)c1ccc(Cl)cc1	-6	43	-9	-43	3	92	5.7*	1	20	0.8
O=C(N/N=C/c1ccccc1Cl)c1cccc(F)c1	11	70	0	-70	11	148*	2.1	0.9	45	0.5
CNS(=O)(=O)c1ccc(NC(=O)c2ccoc2C)cc1	21	10	-1	-10	13	111	1.4	0.9	2	1
CCn1c(CNc2ccccc2Cl)nnc1SCCN1CCCCC1	6	3	5	-3	12	104	1.2	0.9	-2	1
Cc1nc2ccccc2c(=O)n1/N=C1\C(=O)N(C)c2ccccc21	10	-15	-1	15	x	119	1.3	x	-6	1.1
O=C(CN1C(=O)COc2ccccc21)NCCCN1CCc2ccccc2C1	12	-4	0	4	15	100	0.92	0.9	-2	1
COc1ccc(NC(=O)Cn2c(-c3ccccc3)cn(-c3ccc(C)cc3)c2=O)cc1	5	x	7	x	26	104	1.3	0.7	-3	1
CC(C)(C)OC(=O)N1CCC[C@@H]1C(=O)N1CCC(C(=O)O)CC1	1	-6	-11	6	-1	108	1.2	1	-1	1
CCCCN(CC)CCCNC(=O)c1ccc(CSc2nc3ccncc3[nH]2)cc1	5	-18	2	18	-15	98	1.4	1.2	38	0.6
CCOC(=O)/C(C#N)=C\C=C1C=CN(C)C=C1	6	74	-15	-74	11	154*	3.1	0.9	38	0.6
Cc1cc(C)nc(/N=C(\N)Nc2cccc([N+](=O)[O-])c2)n1	3	8	4	-8	7	98	0.91	0.9	10	0.9
CCn1c(SCC#N)nc2c(c1=O)C1(CCCC1)Cc1ccccc1-2	6	-14	-4	14	32	102	1	0.7	-5	1
CC(C)=CC(=O)Nc1nc2ccc([N+](=O)[O-])cc2s1	0	36	7	-36	6	181*	2.2	0.9	3	1
O=C(CN1C(=O)C2CC=CCC2C1=O)Nc1nc2ccccc2[nH]1 (centres undefined)	3	-6	-8	6	12	103	1.1	0.9	-9	1.1
COc1ccc(CC(=O)NCc2ccccc2)cc1S(=O)(=O)N1CCOCC1	-4	3	-5	-3	23	104	0.91	0.8	-5	1.1
CCNC(=O)NC(=O)C(C)On1nnc2ccc(S(=O)(=O)N(CC)CC)cc21 (centres undefined)	3	-13	-26	13	19	94	0.95	0.8	-8	1.1
Cc1[nH]c(=O)c(C(=O)/C=C/c2ccccc2F)c2c1CCCC2	0	-7	-9	7	16	77	1.5	0.8	-12	1.1
Cc1ccc(-c2nn3cnnc3c3ccccc23)cc1C	4	31	-3	-31	3	90	0.69	1	-4	1
Cc1cc(C)cc(N2C(=O)CC(N3CCOCC3)C2=O)c1 (centres undefined)	3	15	-1	-15	5	101	1.2	1	-10	1.1
CCN(CCO)C(=O)C12CCC(C)(C(=O)C1)C2(C)C (centres undefined)	-3	-15	-6	15	18	94	0.95	0.8	-5	1.1
Nc1nc(/C=C/c2ccc(F)cc2)nc(-c2ccccc2O)n1	-5	-11	3	11	11	104	1.1	0.9	-2	1
COc1cccc(CNC(=O)C2CCCN(S(=O)(=O)c3cnc[nH]3)C2)c1 (centres undefined)	-2	-7	-5	7	25	100	1.1	0.8	-3	1

Other compounds follow.
SMILES	G6PDH counter	APP 5'UTR act	TLR4-MyD88 BLA	APP 5UTR inh	Diaphorase inh	STAT1 act	NF-kB expr up	Diaph act CS	FLuc inhib CS	FLuc act counter
COC(=O)Cn1c2ccccc2c2nc(=O)cc(C)n21	4	10	7	-10	0	98	0.97	1	-2	1
CC(OC(=O)c1ccc2c(=O)n3c(nc2c1)CCCCC3)C(=O)Nc1ccc(Cl)cn1 (centres undefined)	-1	-6	-2	6	17	99	1.1	0.8	-5	1.1
O=C1CCCN1c1ccc(Br)cc1	15	0	13	0	8	98	0.97	0.9	-7	1.1
Cc1scc(-c2n[nH]c(=S)n2C(C)c2ccccc2)c1C (centres undefined)	4	3	-8	-3	2	96	0.91	1	-5	1.1
CCCS(=O)(=O)N1CCC(C(=O)NCc2ccc(F)cc2)CC1	3	-8	-2	8	0	91	1.1	1	-5	1
Cc1cccc(-c2cc3nc(C)cc(NCCCn4ccnc4)n3n2)c1	-3	9	-2	-9	-19	105	0.96	1.2	5	0.9
CCn1c(Cc2ccc(OC)cc2)nnc1SCC(=O)Nc1nc2ccccc2s1	2	9	4	-9	2	92	1.3	1	-2	1
CN(C)CCOC(=O)Cc1ccc(Cl)cc1	5	9	7	-10	5	106	1.2	0.9	-1	1
CCOC(=O)CCc1c(C)c2ccc(OCC(=O)OC(C)C)cc2oc1=O	-12	4	12	-4	20	98	0.92	0.8	-5	1.1
COc1cc(NC(=O)C2CC2)c(OC)cc1NC(=O)CCC(=O)NC1CCN(Cc2ccccc2)CC1	0	10	3	-10	0	92	0.92	1	-5	1.1
Cc1ccc(-c2nn(CC(=O)NCc3cc(-c4nn(C)c(=O)c5ccccc45)ccc3C)c(=O)c3ccccc23)cc1	2	4	-3	-4	15	102	1.1	0.9	-6	1.1
Cc1ccc(-c2c3c(=O)n(C)c(=O)n(C)c3cn2Cc2cccnc2)cc1	9	23	1	-23	15	91	1.2	0.8	-9	1.1
O=C(COc1ccc(/C=N/NC(=O)C(=O)N2CCCCCC2)cc1)Nc1ccccc1Cl	0	-3	-5	3	6	101	1.1	0.9	-3	1
O=C(Nc1cc(Cl)ccc1O)c1snnc1-c1ccccc1	9	-19	15	19	-6	104	0.39	1.1	3	1
CC1CC(C)CN(C(=O)c2ccc(NC(=O)c3ccc(=O)[nH]c3)cc2)C1 (centres undefined)	10	7	6	-7	-6	109	0.98	1.1	-3	1
O=C(Nc1ccc(S(=O)(=O)N2CCCCCC2)cc1)c1ccc(Br)o1	11	-3	-21	3	24	104	0.85	0.8	-4	1
CC(=O)N(CN1C(=O)c2ccccc2C1=O)c1cccc(C)c1	4	4	-9	-4	16	90	0.86	0.8	-7	1.1
O=C(c1cccc([N+](=O)[O-])c1)c1cc2ccccc2o1	14	19	4	-19	12	109	1.9	0.9	-1	1
O=C1CSC(c2ccccc2)N1c1nnc(C23CC4CC(CC(C4)C2)C3)s1 (centres undefined)	3	-7	8	7	12	101	1.2	0.9	-2	1
O=C(COc1cccnc1[N+](=O)[O-])Nc1ccccc1Sc1ccccc1	16	2	2	-2	19	98	1.2	0.8	-1	1
Cc1sc2nc(SCC(=O)N(C)Cc3ccccc3)n(-c3ccccc3)c(=O)c2c1C	-1	-10	14	10	14	88	0.91	0.9	-3	1
Cc1cc(NS(=O)(=O)c2ccc(NC(=O)c3ccc(Br)o3)cc2)nc(C)n1	-1	-12	-1	12	8	108	1.2	0.9	-3	1
N#Cc1c(NC(=O)c2ccncc2)sc2c1CCC2	-16	-3	19	3	16	109	1.3	0.8	17	0.8
CC1=C(C(=O)Nc2ccc(Cl)cc2)C(c2cccs2)n2nnnc2N1 (centres undefined)	2	1	1	-1	18	92	0.76	0.8	-4	1
O=C(C1CCC1)N1CCc2cc(S(=O)(=O)NCC3COc4ccccc4O3)ccc21 (centres undefined)	3	-3	-3	3	28	102	1.1	0.7	-2	1

Individual results from the list.
CCNC(=O)NC(=O)C(C)On1nnc2ccc(S(=O)(=O)N(CC)CC)cc21 (centres undefined) in APP 5UTR inh = 13
CCCCN(CC)CCCNC(=O)c1ccc(CSc2nc3ccncc3[nH]2)cc1 in STAT1 act = 98

Next structures
SMILES	G6PDH counter	APP 5'UTR act	TLR4-MyD88 BLA	APP 5UTR inh	Diaphorase inh	STAT1 act	NF-kB expr up	Diaph act CS	FLuc inhib CS	FLuc act counter
COc1ncnc2c1sc1nc(-c3ccccc3)c3c(c12)CCCC3	1	-7	-4	7	-4	96	1	1	-2	1
Cc1cc(C)c2nc(SCc3ccc([N+](=O)[O-])cc3)nc(C)c2c1	6	-24	1	24	6	102	1.4	0.9	-4	1
COc1ccccc1N1CCN(CCCCOc2cccc3ccccc23)CC1	-4	-10	-2	10	13	91	1.2	0.9	-4	1
c1ccc(Cc2nnc(-c3ccccc3)o2)cc1	12	50	-20	-50	-2	130*	2	1	7	0.9
COc1ccc2c(c1OC)C(=O)N1c3ccccc3C(=O)N(c3ccc(F)cc3)C21 (centres undefined)	-16	-21	2	21	11	95	0.33	0.9	-7	1.1
C/C(=N/N=C/c1ccc(N(C)C)cc1)c1ccccc1	-1	189*	1	-189	0	133*	1.7	1	77*	0.2
Cc1c(Cl)cccc1NC(=S)N1CCN(C(=O)C2CCCO2)CC1 (centres undefined)	24	3	-20	-3	12	95	1.1	0.9	-5	1.1
CCOC(=O)C1=C(C)NC(=S)N(C=O)C1c1ccccc1 (centres undefined)	2	-6	5	6	11	95	1.1	0.9	-3	1
C/C(Cn1nnc([N+](=O)[O-])n1)=N\NC(=O)c1ccncc1	14	-9	-5	10	18	99	1.2	0.8	-2	1
COc1ccccc1NS(=O)(=O)c1cc(NC(=O)c2ccccc2F)ccc1N1CCOCC1	2	7	3	-7	20	87	1	0.8	-8	1.1
COc1ccc(C2c3c(oc4ccccc4c3=O)C(=O)N2c2ccccn2)cc1 (centres undefined)	10	x	-3	x	12	107	0.95	0.9	-6	1.1
CC/C(=N/O)C(=O)c1ccc(Br)cc1	0	13	-9	-13	7	100	1.3	0.9	-2	1
CCN(CC)S(=O)(=O)c1ccc(Cl)c(NC(=O)COC(=O)/C=C/c2cc(OC)c(OC)c(OC)c2)c1	10	19	-16	-19	13	104	1.1	0.9	-6	1.1
CCCC(=O)Nc1sc(C)c(-c2ccc(OC)cc2)c1C#N	15	-6	-8	6	6	82	1.1	0.9	-8	1.1
COc1cc(C2C(C(=O)/C=C/c3ccccc3)=C(O)C(=O)N2c2ccccn2)ccc1O (centres undefined)	17	7	-11	-7	17	91	1.3	0.8	-8	1.1
CCO[C@H]1OC(C(=O)NC2CC2)=C[C@@H](C)[C@@H]1CCCO	-1	-1	6	1	8	100	1.1	0.9	-4	1

Whole records from above. Order of values: G6PDH counter, APP 5'UTR act, TLR4-MyD88 BLA, APP 5UTR inh, Diaphorase inh, STAT1 act, NF-kB expr up, Diaph act CS, FLuc inhib CS, FLuc act counter
CC/C(=N/O)C(=O)c1ccc(Br)cc1 across the screens: 0, 13, -9, -13, 7, 100, 1.3, 0.9, -2, 1
CCN(CC)S(=O)(=O)c1ccc(Cl)c(NC(=O)COC(=O)/C=C/c2cc(OC)c(OC)c(OC)c2)c1 across the screens: 10, 19, -16, -19, 13, 104, 1.1, 0.9, -6, 1.1
